# Screening results from PubChem.
# TPT1 inh – inhibitors of Candida albicans tRNA 2'-phosphotransferase TPT1. hit rate 0.81% among 300,000. recombinant caTPT1, FP RNA substrate dephosphorylation. AID 1962. inhibition, % at 5 µM;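 active means inhibition above the mean of all tested compounds plus 3 SD, set per screening campaign, cut at about 24% in these data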;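 further: plate controls were DMSO alone for no effect and ferristatin control at 100 nM for full effect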
# CTSL1 counter – cathepsin L1 inhibition, PFM18AAP counter-screen | hit rate 0.49% among 300,000 | recombinant F. hepatica cathepsin L1, Z-Leu-Arg-MCA fluorescence | inhibition, % at 5.96 µM | AID 1906;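 active means inhibition above the mean of all tested compounds plus 3 SD, set per screening campaign, cut at about 17% in these data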;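 further: 0% = plate median of test compound wells and 100% = 1 µM Z-Phe-Ala-diazomethylketone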
# PP1 inh – PP1-alpha (human) inhibition in PP5 counter-screen; purified PP1alpha, OMFP fluorescence; inhibition, % at 6.7 µM; hit rate 0.9% among 320,000; AID 2235;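 active means inhibition above the mean inhibition of all tested compounds plus 3 SD, computed separately for each screening campaign, cut at about 15% in these data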
# HCV core dimer – blocks dimerization of HCV core protein | TR-FRET GST/Flag-core106 dimerization, 1536-well | inhibition, % at 5 µM | hit rate 0.33% among 300,000;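 active means inhibition above the mean of all tested compounds plus 3 SD, set per screening campaign, cut at about 45% in these data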
#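 Test system: GST/Flag-tagged HCV core106 proteins; Medium: KF-containing HEPES buffer, pH 7.45, DTT, CHAPS, BSA; Times: compound-protein-antibody incubation 4 h at 22.5 °C; Detection: TR-FRET 671 and 617 nm emission; Benchmarks: wells lacking GST-core106 and wells with excess unlabelled core106.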
# procasp3 activ – procaspase-3 (human) activation. recombinant procaspase-3 D3A, Ac-DEVD-pNA absorbance 405 nm. activation, % at 8.5 µM. hit rate 0.11% among 330,000;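 active means activation above the mean of all tested compounds plus 3 SD, cut at about 21% in these data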;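 further: 0% = DMSO alone and 100% = DMSO wells spiked with extra 5 µM PC-3 D3A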
#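 Evaluation: percent activation relative to control range; Material: Procaspase-3 D3A mutant, all three cleavage aspartates alanine; Compound: single dose, 8.5 µM nominal compound, 0.8% DMSO; Replication: one well per compound; Signal: absorbance at 405 nm, 0 and 120 min; Schedule: 1 h preincubation plus 2 h reaction at 25 °C.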
# PP5 primary – blocks human protein phosphatase 5 activity | hit rate 0.18% among 320,000 | inhibition, % at 6.7 µM | purified PP5c, OMFP substrate fluorescence;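 active means inhibition above the campaign's mean inhibition across all tested compounds plus 3 SD, cut at about 9.5% in these data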;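 further: 0% = DMSO only and 100% = 100 µM cantharidin control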
# Efflux pump mplx – blocks antifungal efflux pumps in multiplex yeast assay; S. cerevisiae Candida pump triplex, Nile Red efflux; inhibition, % at 10 µM; hit rate 0.44% among 330,000;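 active means plate passing quality check with inhibition over a set limit, or well fluorescence over plate mean plus 4 SD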;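 further: Nile Red retained in pooled yeast measured as flow cytometry median fluorescence; 0% = buffer negative control and 100% = Enniatin B positive control; higher means more Nile Red kept so more efflux inhibition; some compounds called inactive have numbers as strong as hits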
# procasp7 counter – activates human procaspase-7, counter-screen for procaspase-3 activators; P55210; recombinant procaspase-7, Ac-DEVD-pNA absorbance 405 nm; D23A/D198A/D206A triple mutant, cannot self-cleave; scale: DMSO 0, 5 µM enzyme 100; activation, % at 8.5 µM; hit rate 0.093% among 330,000;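 active means percent activation above the screen-wide mean plus 3 SD, cut at about 25% in these data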
#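 signal = Epi-absorbance of released pNA at 405 nm, two timepoints | assay system = Uncleavable procaspase-7 mutant enzyme | reagent = Ac-DEVD-pNA substrate, 400 µM as added | times = 1 h enzyme–compound preincubation and 2 h substrate reaction, both 25 °C | benchmarks = low DMSO alone, high DMSO plus 5 µM PC-7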
# JMJD2C inh – inhibitors of human GASC-1 (JMJD2C) demethylase; AID 2099; hit rate 0.069% among 330,000; GST-JMJD2C(1-420) H3K9me3 demethylation, DELFIA europium; inhibition, % at 2.35 µM; Q9H3R0;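 active means more than half of a compound's replicate wells show inhibition beyond 50%, single wells judged on their own value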;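 further: signal counts dimethyl H3K9 product captured on neutravidin plate; 0% = median of DMSO wells and 100% = 0.3 times that DMSO median; strong numbers were not always called active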
# Active calls of the source: *; . = not tested or not shown; & = joins results of further samples.
SMILES,TPT1 inh,CTSL1 counter,PP1 inh,HCV core dimer,procasp3 activ,PP5 primary,Efflux pump mplx,procasp7 counter,JMJD2C inh
CCc1ccc2[nH]c(C(=O)Nc3ccc(F)cc3Br)cc2c1,4,-2,3,-28,7,-0.8,-0.1,-9,4
O=C(NC(Cc1ccccc1)C(=O)O)c1ccc(S(=O)(=O)N2CCOCC2)cc1 (stereo not given),-2,-4,-6,-1,1,1.0,-0.1,1,-5
Cc1ccc(C(=O)CN(CCC(=O)O)S(=O)(=O)c2ccc([N+](=O)[O-])cc2)cc1,-1,0,-2,5,8,2.2,-0.1,1,-4
C=CCn1c(-c2cccc3ccccc23)n[nH]c1=S,-2,-2,-1,-6,1,2.9,-0.1,-14,39
CCCCOc1ccc(C(O)(CC)CCN2CCOCC2)cc1 (stereo not given),-1,-6,-2,9,8,0.8,0.1,2,8
CNS(=O)(=O)c1cccc(C(=O)OCC(=O)N2CC(C)OC(C)C2)c1 (stereo not given),0,-5,-1,-4,9,-2.1,0.0,0,10
O=C(NC(C(=O)c1ccccc1)N1CCCCC1)c1ccccc1 (stereo not given),-6,-3,3,6,4,3.1,0.2,5,-6
CC(C)c1nc2oc3c(=O)[nH]cnc3c2c2c1COC(C)(C)C2,-6,-1,-1,-2,-4,1.4,0.2,9,-7
CCC1CCCCN1S(=O)(=O)c1ccc(NC(=O)C2CCN(C(=O)c3ccco3)CC2)cc1 (stereo not given),1,2,2,8,5,1.6,-0.1,6,-1
O=C1C2CCCCC2C(=O)N1c1ccc(NC2CCCCC2)c([N+](=O)[O-])c1 (stereo not given),0,3,2,6,4,-1.3,0.1,-7,4
COc1ccc(C(=O)Nc2cccc(S(C)(=O)=O)c2)cc1,0,1,-3,5,0,-1.4,0.0,-4,-6
Cc1ccc(Cn2cnc3ccccc32)cc1,2,-4,9,-5,9,3.0,0.2,0,-9
O=c1nc2ccccc2c2n1CC(CN1CCN(Cc3ccccc3)CC1)N2 (stereo not given),0,-2,3,1,-4,2.4,0.0,-1,12
N#CCC(=O)N/N=C/c1ccc(SCC(=O)Nc2ccccc2)o1,14,-3,9,0,-8,-2.6,0.1,0,7
O=C(Cc1ccccc1)Nc1nc2ccccc2s1,-3,-1,-4,-4,-7,-2.0,0.0,-2,4
COc1ccc(S(=O)(=O)N=C2C=C(C)C(=O)C(C)=C2)cc1,3,2,2,16,2,2.7,-0.1,1,-3
COc1cccc(C2C3=C(N=c4s/c(=C\c5ccc(O)cc5)c(=O)n42)c2ccccc2CC3)c1OC (stereo not given),1,2,-1,1,1,1.6,-3.2,9,-4
COc1ccccc1NS(=O)(=O)c1cccc(C(=O)NCC(c2ccc(F)cc2)N2CCOCC2)c1 (stereo not given),-5,1,-2,0,2,-0.1,0.2,-6,0
COc1cc(C(=O)Nc2ccc3c(c2)C(=O)N(CCC(=O)O)C3=O)cc(OC)c1OC,-1,0,1,-6,-3,-0.8,-0.3,-1,-1&-14
O=C1c2ccccc2C(=O)N1CCC(c1ccccc1)c1ccco1 (stereo not given),4,4,-4,-6,-6,5.0,0.2,2,31
COc1ccc(/C=C2\Oc3cc(OCC(=O)N4CCC[C@H]4C(=O)O)ccc3C2=O)c(OC)c1OC,-2,0,3,-1,-7,1.3,0.5,-3,-3
COc1cccc(CNC(=O)C2CCCN(S(=O)(=O)c3c(C)[nH]c(=O)[nH]c3=O)C2)c1 (stereo not given),0,5,0,-2,5,1.7,-0.1,5,0
COc1ccc(C2=C(SC)CC2=NC(C)(C)C)cc1,12,0,-2,3,11,0.9,0.1,6,-5
CC1CCN(C(C(=O)O)c2ccccc2)CC1 (stereo not given),-3,3,2,-1,0,0.4,-0.1,6,-16
O=C(COC(=O)Cc1cccc2ccccc12)Nc1ccccc1-c1ccccc1,-2,0,2,4,-5,1.3,-0.1,3,12
COCCN(C(=O)c1ccco1)c1nnc(-c2ccc(OC)c(OC)c2)s1,0,-1,-3,5,0,1.7,-0.1,8,1
O=C(CCc1ccccc1)Nc1cc(C(=O)O)cc(C(=O)O)c1,0,0,-5,-1,-11,-1.5,0.1,8,-6
COCc1c(C(=O)N/N=C/c2ccncc2)nnn1-c1nonc1N,-3,2,2,-1,-3,0.8,-0.1,3,-5
CC(=O)NCc1ccc(C(=O)COC(=O)COc2ccccc2)s1,.,.,1,.,2,1.1,0.1,10,3
Cc1cccc(N(C(=O)c2csnn2)C(C(=O)NC2CCCCC2)c2ccncc2)c1 (stereo not given),4,-6,2,-4,-13,-2.7,0.2,-6,-2
O=C(CCCn1c(=S)[nH]c2ccccc2c1=O)N1CCOCC1,-1,-2,0,-1,-1,6.7,0.1,14,41
CC1C(=O)C(C)(C)C(=O)OC1c1ccccc1 (stereo not given),-2,-1,-2,0,4,1.1,0.0,-2,0
O=C(NCC1CCCO1)C1CCN(C(=O)c2ccc(Cl)cc2)CC1 (stereo not given),0,-1,4,4,5,-0.2,0.1,5,-1
Cn1c(=O)c2c(ncn2CC(=O)OCC(=O)c2ccc(Cl)cc2)n(C)c1=O,1,8,1,3,10,-0.3,-0.1,-5,-15
Cc1ccc(NCc2nnc(SC(C)C(=O)N/N=C/c3ccc(C)o3)n2-c2ccccc2)cc1 (stereo not given),-2,1,10,0,13,-2.4,0.0,-1,22
CCCCNc1nc(C)c(C(C)=O)cc1C#N,1,2,-3,5,-1,2.5,1.0,5,-3
O=C1COc2ccc(S(=O)(=O)CCC(=O)N3CCN(c4cccc(C(F)(F)F)c4)CC3)cc2N1,-4,0,-5,12,2,1.1,0.1,6,-2
Cc1cc(C)nc(/N=C(\N)N2CCCCC2)n1,0,-2,1,-10,4,0.6,0.0,1,3
O=C(COc1cccc2ccccc12)NNC(=O)c1cnccn1,3,-6,-5,-7,9,3.3,0.2,8,-28
CCCn1c(N)c(N(CCOC)C(=O)c2ccc(F)cc2F)c(=O)[nH]c1=O,-1,3,5,-13,4,-4.5,-0.1,-6,3

# Arranged by length of the SMILES (falling): some entries from above
SMILES,TPT1 inh,CTSL1 counter,PP1 inh,HCV core dimer,procasp3 activ,PP5 primary,Efflux pump mplx,procasp7 counter,JMJD2C inh
O=C1COc2ccc(S(=O)(=O)CCC(=O)N3CCN(c4cccc(C(F)(F)F)c4)CC3)cc2N1,-4,0,-5,12,2,1.1,0.1,6,-2
Cc1ccc(NCc2nnc(SC(C)C(=O)N/N=C/c3ccc(C)o3)n2-c2ccccc2)cc1 (stereo not given),-2,1,10,0,13,-2.4,0.0,-1,22
Cn1c(=O)c2c(ncn2CC(=O)OCC(=O)c2ccc(Cl)cc2)n(C)c1=O,1,8,1,3,10,-0.3,-0.1,-5,-15
COc1ccc(C2=C(SC)CC2=NC(C)(C)C)cc1,12,0,-2,3,11,0.9,0.1,6,-5
CC1CCN(C(C(=O)O)c2ccccc2)CC1 (stereo not given),-3,3,2,-1,0,0.4,-0.1,6,-16

# (further entries)
SMILES,TPT1 inh,CTSL1 counter,PP1 inh,HCV core dimer,procasp3 activ,PP5 primary,Efflux pump mplx,procasp7 counter,JMJD2C inh
C=CC[C@@H](CC(=O)OC(C)(C)C)C(=O)OC[C@@H]1CCCN1C(=O)[C@@H](CC=C)CC(=O)N[C@@H](CO)Cc1ccccc1,.,.,.,.,-5,.,0.4,1,1
COc1cccc(C(=O)CSc2nnc(CNc3nc(-c4ccccc4)cs3)n2C)c1,-1,7,4,14,2,1.6,0.2,-2,1
O=C(Cn1cnc([N+](=O)[O-])n1)c1ccc(O)c(O)c1,-4,-3,-2,-2,4,-0.2,0.2,-5,1
CC12CC(c3ccccc3O1)N(C(=O)c1ccc(Br)o1)C(=O)N2c1ccccc1 (stereo not given),-1,1,0,13,-10,0.0,-0.1,7,-4
Nc1c(C=C2C=CC(=O)C=C2)c(=O)nc2sc(CC(=O)N3CCCC3)nn12,4,4,2,-2,1,1.9,-0.1,-5,1
CC(=O)Nc1ccc(Sc2ncccc2C(=O)Nc2cc(Cl)cc(Cl)c2)cn1,-1,-3,-1,0,6,5.1,0.0,-4,2
COc1ccc(NC2CCCN(C(=O)c3ccccc3C(F)(F)F)C2)cc1 (stereo not given),0,-3,-1,-3,-4,1.6,-0.1,-9,-28
Cc1ccc(N(C(=O)c2ccc(S(=O)(=O)N3CCCC3)cc2)C2C=CS(=O)(=O)C2)cc1 (stereo not given),-4,-3,-1,8,-8,2.4,0.0,-7,5
CN(CC(=O)NC1CCCCCCC1)S(=O)(=O)c1cnc[nH]1,2,-2,-2,-1,4,1.4,0.1,2,1
Cn1c(SCC(=O)c2cc(Cl)c(Cl)s2)nnc1-c1ccco1,5,-6,-1,13,-8,0.6,-0.1,2,-2
Cc1cc(C)n(-c2nc3ccccc3n3c(C)nnc23)n1,-3,1,0,1,7,0.3,-0.3,2,-2
CCC12CN3CCN(CC(C3)/C1=N\NC(=O)c1ccc(C(C)(C)C)cc1)C2,-1,0,0,4,3,0.6,-0.1,-13,-5
Cc1nn(CC(=O)NCc2cccc(F)c2)c(=O)c2cccn12,-3,-2,6,-11,10,0.7,-0.1,-2,4
O=C(O)/C=C1\NC(=O)c2ccccc21,3,0,-3,1,-2,-1.1,0.0,4,5
O=C(N=Nc1c(O)[nH]c2ccccc12)c1cccc(S(=O)(=O)Nc2ccccc2Cl)c1,-1,-2,5,0,9,3.2,-0.2,2,0
COc1ccc(C(C)NS(=O)(=O)Cc2ccccc2)cc1 (stereo not given),-2,0,3,7,6,2.3,0.0,-12,4
Cc1cc(C)c(/C=C2\C(=O)Nc3ccccc32)[nH]1,101*,5,-5,-49,-4,-0.3,0.2,-4,-5
[O-][n+]1c2ccccc2cc2ccccc21,-4,1,-2,-10,-4,3.9,-0.1,-5,-2
CCCCCCCCc1c(O)nc(-n2[nH]c(C)c(CCO)c2=O)[nH]c1=O,-4,2,-2,1,-3,-1.1,-0.2,-6,16
CN(CC(=O)Nc1ccc(Cl)c(C(F)(F)F)c1)C(=O)COC(=O)C1CC2CCCC(C1)C2=O (stereo not given),.,.,.,.,1,.,-0.5,2,2
Cc1[nH]c2ccccc2c1C(=O)C(=O)N1CC=C(c2ccccc2)CC1,1,-1,-5,11,1,3.0,-0.1,3,-1
COc1ccc(-c2nn(-c3ccccc3)cc2C(=O)NCCCn2ccnc2)cc1,2,0,-1,-2,2,2.4,0.0,0,-3
CCOc1cccc(C(=O)Nc2ccccc2N2CCN(C(=O)C(C)C)CC2)c1,-4,-5,10,6,2,2.6,0.3,-2,2
Cc1nnc(C)n1/N=C/c1ccc(C(C)C)cc1,-2,2,3,-4,1,0.6,0.1,2,-10
COc1ccc(NC(=O)CN2C(=O)NC(C)(C3CC3)C2=O)c(OC)c1 (stereo not given),.,.,-4,.,-1,2.6,-0.1,12,2
O=C(O)CCC(=O)N1CCN(c2ccc(C(=O)c3ccc(F)cc3)cc2)CC1,0,-1,-4,-3,1,0.1,0.0,12,-4
O=C(NC(=S)Nc1ccc2c(c1)OCCO2)c1ccco1,-4,0,-3,-5,-1,-0.6,-0.1,-9,-2
